# Screening results (PubChem)
# FN deposit inh = fibronectin deposition inhibition | AH1F fibroblasts, Alexa488-fibronectin deposition fluorescence, overnight | inhibition, % at 12.6 µM | hit rate 0.086% among 350,000 | AID 743247;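 active = mean inhibition across replicates of 30% or more, regardless of how many single replicates reach that level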;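 note: positive control wells lacked labelled fibronectin entirely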
#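 Material – AH1F fibroblast monolayer, labelled fibronectin deposition · Reagent – labelled fibronectin 24 nM · Timing – 1 h adhesion, overnight exposure · Measured by – fluorescence at 485 nm excitation, 525 nm emission · Read-out – inhibition of fibronectin deposition signal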
# LGR2 inh = Drosophila LGR2 receptor signaling inhibition | HEK293 LGR2, CRE-luciferase, bursicon-stimulated, 4 h | inhibition, % at 9.99 µM | hit rate 0.35% among 380,000;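 active = drop in luminescence signal, shown as inhibition above about 50% in the replicate tests, limit read from the data, passing the limit was not always enough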;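 note: agonist challenge used bursicon conditioned medium at about half maximal strength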
# CASP6 VEID inh = blocks human caspase-6 cleavage activity; hit rate 0.53% among 350,000; purified caspase-6, Z-VEID-R110 cleavage fluorescence; AID 686996; inhibition, % at 12.5 µM; P55212;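 active = mean inhibition across replicates at least about 35%, with every replicate also reaching that limit, limit read from the data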;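 note: 0% = median of neutral control wells and 100% = no fluorescence left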
# Target sequence (P55212 24-179 limits assumed): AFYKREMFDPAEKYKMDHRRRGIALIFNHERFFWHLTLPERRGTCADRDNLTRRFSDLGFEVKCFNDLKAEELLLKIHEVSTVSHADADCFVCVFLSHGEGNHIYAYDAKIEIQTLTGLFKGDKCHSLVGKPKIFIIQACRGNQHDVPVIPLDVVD
# Target sequence (P55212 194-293 limits assumed): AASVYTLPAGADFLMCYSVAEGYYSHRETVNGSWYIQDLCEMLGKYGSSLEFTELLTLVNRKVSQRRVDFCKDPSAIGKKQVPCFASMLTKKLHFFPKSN
# esBAF inh = SWI/SNF esBAF complex inhibition. mouse ES cells, Bmi1-luciferase knock-in reporter, 24 h; 100% = twice the neutral-well signal. reporter increase, % at 12.5 µM. hit rate 2% among 350,000. AID 602393; in the data active = activation above about 40%;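 note: 0% = median of the plate's neutral control wells and 100% = double that signal; a rise in the Bmi1 reporter signal indicates esBAF inhibition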
# S100A4 MyoIIA = blocks human S100A4 binding to myosin IIA peptide. inhibition, % at 10.7 µM. hit rate 0.14% among 360,000. S100A4/TAMRA-MyoIIA peptide fluorescence polarization;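 active = mean inhibition of at least 70% across replicates, with every replicate also reaching that level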
# Target sequence (P26447 whole entry, looked up): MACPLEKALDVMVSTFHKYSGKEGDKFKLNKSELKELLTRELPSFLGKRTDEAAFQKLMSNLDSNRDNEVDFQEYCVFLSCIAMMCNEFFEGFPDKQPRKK
#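 Assay system: human S100A4 monomer with TAMRA-labelled myosin IIA peptide / Buffer or medium: Calcium-containing HEPES buffer, pH 7.2 / Reagent: TAMRA-labelled myosin IIA heavy-chain peptide probe, 5 nM / Compound: one dose per compound / Timing: polarization read 5 min after assay mix addition, stable 5–60 min / Benchmarks: neutral control DMSO, positive control TFP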
# C2C12 statin = suppressors of simvastatin-induced myotoxicity in C2C12 myotubes; ATP luminescence, 48 h; scaled: DMSO 0, geranylgeraniol control 100; AID 602340; rescue of ATP level, % at 7.49 µM; hit rate 0.78% among 330,000;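 active = mean ATP rescue above about 67%, or every replicate alone reaching that limit, limit read from the data, passing the limit was not always enough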;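 note: myotubes were challenged with 10 µM simvastatin during compound exposure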
# SIRT5 block = blocks human SIRT5 desuccinylation of peptide; inhibition, % at 15 µM; AID 652115; Q9NXA8; Purified SirT5, succinyl-peptide AMC, trypsin-coupled fluorescence; hit rate 1.1% among 330,000; in the data active = inhibition above about 15%
# Target sequence (Q9NXA8 whole entry, looked up): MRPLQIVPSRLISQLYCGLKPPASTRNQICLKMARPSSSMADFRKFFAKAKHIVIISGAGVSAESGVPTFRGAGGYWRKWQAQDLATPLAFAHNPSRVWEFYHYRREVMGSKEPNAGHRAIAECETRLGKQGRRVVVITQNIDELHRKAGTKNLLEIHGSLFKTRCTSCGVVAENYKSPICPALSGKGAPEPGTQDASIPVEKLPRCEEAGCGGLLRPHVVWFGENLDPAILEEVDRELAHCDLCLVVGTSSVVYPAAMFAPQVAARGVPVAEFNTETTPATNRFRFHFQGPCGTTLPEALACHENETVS
# * hit, by the source's call; / = not tested or not shown; & = joins results of further samples. The list is partial (hit frequency here may not be typical).
SMILES,FN deposit inh,LGR2 inh,CASP6 VEID inh,esBAF inh,S100A4 MyoIIA,C2C12 statin,SIRT5 block
Cc1ccc(C)c(NC(=O)c2sc(Cl)nc2C)c1,-2,-24,5,-9,0,1,-3
Cc1noc(C)c1NC(=O)Nc1ccc2c(c1)CC(=O)N([C@H](C)CO)C[C@@H](C)[C@@H](CN(C)C(=O)Nc1ccc3c(c1)OCO3)O2,/,-5,-3,1,-75,-19,1
CN(C)CC/C=C1\c2ccccc2Sc2ccc(Cl)cc21,-3,18,1,-7,-11,-8,-4
COc1ccc(S(=O)(=O)NCc2nc3nc(C)cc(C)n3n2)cc1,-4,-7,1,-1,-2,1,-3
Cc1ccc(-n2nnc3c(=O)n(CC(=O)OCc4ccccc4)cnc32)cc1,1,-3,-1,0,-2,-6,8
O=C(C[C@H]1CC[C@H]2[C@@H](COC[C@@H](O)CN2Cc2ccccc2)O1)N[C@@H]1CCN(Cc2ccccc2)C1,-9,2,-1,-5,4,-16,-3
C[C@H]1CN([C@@H](C)CO)C(=O)c2cc(NC(=O)CCCN(C)C)ccc2O[C@H]1CN(C)S(=O)(=O)c1cccs1,/,18,-1,0,13,0,-6
COc1ccc(S(=O)(=O)N(C)C[C@@H]2OCCCC[C@H](C)Oc3ccc(NC(=O)Nc4ccc(F)cc4)cc3C(=O)N([C@@H](C)CO)C[C@H]2C)cc1,18,8,2,-3,-19,-9,13
CCN(CC)CCNCC(=O)N1c2ccccc2CCc2ccc(NC(=O)OC)cc21,2,7,-16,-6,-3,-1,0
Cc1cc(N(C(=O)c2ccco2)C(C(=O)NC2CCCCC2)c2ccccc2)ccc1-n1cnnn1 (configuration not stated),-4,/,/,-1,/,4,/
NS(=O)(=O)c1ccc(N/N=C2/CCCc3ccccc32)c([N+](=O)[O-])c1,3,-1,-5,/,3,/,-1
COc1ccc(N(CC(=O)Nc2cc([N+](=O)[O-])ccc2C)S(C)(=O)=O)cc1OC,-2,-6,0,-3,-4,5,3
COc1ccc(-n2nc3cc(C)c(N)c(Br)c3n2)cc1,/,-13,/,-1,/,129*,/
CC(=O)N(C(C)=O)c1ncnc2c1c(-c1ccc(Cl)cc1)nn2C(C)(C)C,17,-1,2,/,0,/,-16
CCCCNC(=O)NC(C(=O)OC)C12CC3CC(CC(C3)C1)C2 (configuration not stated),2,7,0,/,0,/,-2
CCC(=O)N1[C@H](CO)[C@@H]2c3ccccc3N(S(=O)(=O)c3ccccc3C)C[C@@H]21,/,-30,2,-1,7,-24,6
CC[C@H](C)[C@H](NC(=O)c1ccccc1)C(=O)NC(CC(=O)O)c1ccc(F)cc1 (some centres not stated),-1,-7,1,-4,2,-1,1
COc1ccc(N2C(=O)C3CCCN3C2c2ccc(C)cc2)cc1 (configuration not stated),-2,6,1,-1,-16,0,/
COCCN(C(=O)CCC(=O)Nc1nccs1)C(C(=O)NCCC(C)C)c1ccc(OC)cc1 (configuration not stated),3,12,-3,-8,-8,5,5
Cc1noc(C)c1NC(=O)N(C)C[C@@H]1OCCCC[C@@H](C)Oc2ccc(NS(=O)(=O)c3ccc(Cl)cc3)cc2C(=O)N([C@H](C)CO)C[C@H]1C,1,-16,-1,-1,0,/,4

# Complete entries from above.
# O=C(C[C@H]1CC[C@H]2[C@@H](COC[C@@H](O)CN2Cc2ccccc2)O1)N[C@@H]1CCN(Cc2ccccc2)C1 is entered as FN deposit inh: -9; LGR2 inh: 2; CASP6 VEID inh: -1; esBAF inh: -5; S100A4 MyoIIA: 4; C2C12 statin: -16; SIRT5 block: -3
# CC(=O)N(C(C)=O)c1ncnc2c1c(-c1ccc(Cl)cc1)nn2C(C)(C)C is entered as FN deposit inh: 17; LGR2 inh: -1; CASP6 VEID inh: 2; esBAF inh: /; S100A4 MyoIIA: 0; C2C12 statin: /; SIRT5 block: -16

# The results go on:
SMILES,FN deposit inh,LGR2 inh,CASP6 VEID inh,esBAF inh,S100A4 MyoIIA,C2C12 statin,SIRT5 block
C=C(C)CSc1nc2sc3c(c2c(=O)n1C1CCCCC1)CCN(C)C3,-13,5,0,1,-9,-14,-13
Cc1sc2ncnc(NCCN3CCOCC3)c2c1C,-7,/,/,-24,/,1,/
COc1ccc(NC(=O)CS(=O)CC(=O)Nc2ccc(F)cc2F)cc1 (configuration not stated),-1,-3,2,-9,-5,-2,-1
COCC#Cc1ccc([C@H]2[C@H](CO)N3CCCCN(Cc4cccnc4)C[C@@H]23)cc1,2,12,-4,/,10,/,4
CC(C)CN(C(=O)C1=COCCO1)c1c(N)n(Cc2ccccc2)c(=O)[nH]c1=O,-13,7,1,-4,4,-6,/
Cc1ccc(S(=O)(=O)Nc2ccc(NC(=O)/C=C/C(=O)O)cc2)cc1,11,/,0,-3,-4,2,-1
COc1ccc(S(N)(=O)=O)cc1C(=O)OCCCC(=O)c1ccccc1,3,-32,-1,15,-2,16,8
CC(C)(CO)Nc1ncnc2onc(-c3ccc(F)cc3)c12,-3,7,0,-3,-1,-6,-1
CC(C)(CNC(=O)CNC(=O)C1CCCCC1)N1CCOCC1,0,6,-4,-4,3,1,-6
CN1CCN(C2CN(Cc3ccc([N+](=O)[O-])cc3)S(=O)(=O)C2)CC1 (configuration not stated),1,10,2,-5,-2,-1,-3
CCCNC(=O)CCc1c(C)nc2nc(C)nn2c1C,14,17,-1,/,-7,/,0
CCOc1ccc(/C(C)=N/NC(=O)C(OC)c2ccccc2)cc1 (configuration not stated),1,-1,0,/,23,/,-6
Cc1ccccc1CC1(CO)CCCN(C(=O)CCCN2CCCCC2=O)C1 (configuration not stated),0,-2,/,-1,5,-2,0
C/C=C/c1ccc([C@@H]2[C@H](CO)N(C(=O)C3CCOCC3)C23CN(C(=O)NC(C)C)C3)cc1,/,2,2,/,4,/,0
O=S(=O)(Cc1ccccc1)N1CCCCN2[C@@H](CO)[C@@H](c3ccc(-c4ccccc4)cc3)[C@@H]2C1,/,8,0,/,-1,/,0
COC(=O)c1c(NC(=O)CN2CCN(c3ncccn3)CC2)sc(C(N)=O)c1C,4,12,7,3,3,-7,-11
Cc1ccc(NC2CCCN(C(=O)c3cn4cc(Cl)ccc4n3)C2)cc1C (configuration not stated),-8,-2,-1,9,0,11,4
c1ccc(COc2cccc(CNCc3cccs3)c2)cc1,4,-49,0,/,-26,/,-5
CCOC(=O)C1=C(C)Nc2ncnn2C1c1cccnc1 (configuration not stated),1,/,/,-8,/,5,/
Cc1ccccc1NC(=O)Nc1ccc2c(c1)C(=O)N(C)[C@H]1CC[C@H](CC(=O)O)O[C@@H]1CO2,-8,-4,/,1,/,-18,/
O=C(C[C@@H]1CC[C@@H](NC(=O)C2CCOCC2)[C@H](CO)O1)NCc1ccccc1Cl,0,-10,-6,-3,11,-21,-1
COc1ccc(Nc2nc3nonc3nc2N2CCCCC2)cc1,4,/,-1,-8,3,-2,0
CC1(C)CC(=O)C=C(c2ccc(-c3cnn(Cc4ccccc4)c3)cc2)C1=O,4,2,-4,23,1,2,2
COc1cccc(CNC(=O)c2ccccc2C(=O)NC(C)(C)C(=O)NCc2cccc(OC)c2)c1,12,2,4,7,7,0,2
COc1ccc(C(CNC(=O)c2ccc(NS(=O)(=O)c3ccc(F)c(C)c3)cc2)N(C)C)cc1 (configuration not stated),5,-12,-184,3,8,-2,3
N#C/C(=C\c1ccc(OCCN2CCOCC2)cc1)C(=O)Nc1ccccc1F,8,-10,5,/,-14,/,-2
Cc1cc(C)n(/N=C/c2cccs2)c(=O)c1C#N,-4,-2,7,/,-3,/,8
C[C@@H]1CN([C@H](C)CO)C(=O)c2cc(NC(=O)Nc3ccccc3)ccc2O[C@H]1CN(C)C,/,-10,2,0,-6,-19,-2
COc1ccc(CN2C(=O)CCC2(C)C(=O)NC2CCCC2)c(OC)c1 (configuration not stated),5,8,-3,3,3,7,/
O=C(c1cccc2c1-c1ccccc1/C2=N/O)N1CCCCC1,9,/,/,-8,/,-7,/
CC(C)c1ccc(C(=O)NC2=NCCS2)cc1,-2,14,/,-7,/,3,/
O=C(C[C@@H]1C=C[C@@H](NC(=O)Nc2ccc3c(c2)OCO3)[C@H](CO)O1)NCCCN1CCOCC1,-9,-19,-1,7,5,-4,0
O=C(C[C@@H]1C=C[C@@H](NC(=O)Nc2ccc(F)cc2)[C@H](CO)O1)NCc1cccc(F)c1,-5,8,1,-2,-24,-1,-4
Cc1ccc(Oc2ccccc2/C=C/C(=O)O)cc1,-9,/,/,-12,/,-8,/
CC1(C(=O)Nc2cccc(C#N)c2)CCN1C(=O)C1(c2ccccc2)CC1 (configuration not stated),7,-6,-1,-2,-2,7,/
Cc1ccccc1-n1c(SC2CCOC2=O)nnc1-c1ccncc1 (configuration not stated),-1,7,/,-8,15,-3,7
CCC(c1nnc(SCC(=O)NNC(=O)c2ccccc2)n1Cc1ccccc1)N(C)C (configuration not stated),0,5,2,/,5,3,-2
C[C@H](CO)N1C[C@H](C)[C@H](CN(C)CC2CC2)Oc2c(NS(=O)(=O)c3cccs3)cccc2C1=O,/,5,-1,-2,17,-35,1
N#CCCN(Cc1ccccc1)C(C(=O)NC1CCCCC1)c1cc2ccccc2o1 (configuration not stated),6,8,-1,2,11,9,6
O=C1N/C(=C/c2ccc(Br)s2)C(=O)N1c1ccccc1,/,-6,-2,14,-44,-22,1

# Another view of some results above:
# Every second line gives: FN deposit inh	LGR2 inh	CASP6 VEID inh	esBAF inh	S100A4 MyoIIA	C2C12 statin	SIRT5 block
- N#C/C(=C\c1ccc(OCCN2CCOCC2)cc1)C(=O)Nc1ccccc1F
    8	-10	5	/	-14	/	-2
- CCN(CC)CCNCC(=O)N1c2ccccc2CCc2ccc(NC(=O)OC)cc21
    2	7	-16	-6	-3	-1	0
- COc1ccc(N2C(=O)C3CCCN3C2c2ccc(C)cc2)cc1 (configuration not stated)
    -2	6	1	-1	-16	0	/
- c1ccc(COc2cccc(CNCc3cccs3)c2)cc1
    4	-49	0	/	-26	/	-5

# New compounds follow.
SMILES,FN deposit inh,LGR2 inh,CASP6 VEID inh,esBAF inh,S100A4 MyoIIA,C2C12 statin,SIRT5 block
COc1ccc(CN2CCC(C(=O)N3CCN(c4ccccc4F)CC3)CC2)cc1OC,2,/,/,-5,/,-1,/
CN(C)C(=O)[C@@H]1[C@@H](CO)[C@@H]2Cn3c(ccc(-c4ccncc4)c3=O)[C@@H]2N1Cc1ccccc1,/,0,-3,5,9,-8,5
COc1ccc(CNC(=O)c2ccc3c(c2)N(C)CCS3)cc1,14,-22,-1,17,0,10,1
CC(=O)Nc1ncc(Sc2ccc([N+](=O)[O-])cc2)s1,-4,-6,0,-4,12,-13,-1
CNC(=O)c1nn(-c2ccccc2)ccc1=O,/,9,/,0,/,5,/
COCCNC(=O)c1cc(-c2ccccc2C)nn1CC1CC(c2cccnc2)=NO1 (configuration not stated),-3,-1,0,-5,-2,2,-4
N#C[C@@H]1[C@H](c2ccccc2C2=CCCC2)[C@@H](CO)N1C(=O)C1CCC1,-5,-8,-2,/,-4,/,2
CCOC(=O)Cc1csc(NC(=O)c2sc3nc4ccc(CC)cc4cc3c2N)n1,/,-23,2,7,6,-10,1
O=C(NC1CC1)c1ccc2sc([C@H]3C[C@H](O)[C@@H](CO)O3)nc2c1,-4,-1,-1,-6,4,2,0
CCOC(=O)C1=C(O)/C(=C/c2ccc(OCC(=O)O)c(OCC)c2)SC1=Nc1ccccc1,5,7,2,/,1,/,-4
CCN1CCc2c(OCC(=O)N3CCCc4ccccc43)cccc2C1=O,/,-14,2,/,1,/,-3
CC(C)OC(=O)N(C)C[C@@H]1OCc2cn(nn2)CCCC(=O)N([C@H](C)CO)C[C@H]1C,-2,/,4&-4,-5&-3,-4&6,5&5,27*
C[C@H](CO)N1C[C@H](C)[C@H](CN(C)Cc2ccncc2)OCCCC[C@H](C)Oc2ccc(NC(=O)Nc3ccc4c(c3)OCO4)cc2C1=O,/,5,-2,73*,11,/,-7
Cc1ccccc1N1C(N)=NC(N)=NC1(C)C,8,/,/,-11,6,-5,/
CC(C(=O)Nc1ccccc1-c1ccccc1)N(C)Cc1nc2ccccc2c(=O)[nH]1 (configuration not stated),-4,5,2,0,0,-5,-2
